Pol III holo inh: DNA polymerase III holoenzyme inhibition | reconstituted DNA polymerase III holoenzyme replication, biochemical | actives 0.25% (n = 71,000) | Potency, µM (titrated, usually from 57.1 µM), for the others: at the top dose activity change, negative = inhibition; further: potency means the concentration at half of the fitted maximal effect; on the % scale 0 is the no-effect control and ±100 the full control effect
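Reconstituted *E. coli* holoenzyme (0.35 nM Pol III, 1 nM beta, 154 nM SSB, 2 nM primase) was preincubated with compound for 15 min at RT. Synthesis on 1.4 nM ssM13Gori ran 35 min, then was stopped with PicoGreen/EDTA and read as dsDNA fluorescence.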
Rhodamine autofl: compound fluoresces in the rhodamine spectral region. Rhodamine-region fluorescence, 547/598 nm, Tris buffer; active compounds read high. max dye-equivalent concentration, M. actives 0.05% (n = 59,000). AID 594; in the data active means max dye-equivalent concentration above about 11 nM; inconclusive means between about 1.1 nM and that limit
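Read-out is relative fluorescence at 547 nm excitation and 598 nm emission, expressed as dye-equivalent concentration using rhodamine standards on every plate. Each compound was profiled across a concentration series after 15 min in 100 mM Tris, pH 8.0.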
Hsp90 Hop PPI: changes Hsp90-Hop TPR2A binding signal, up or down; Potency, µM (titrated, usually from 57 µM), for the others: at the top dose activity change, negative = inhibition; actives 0.44% (n = 71,000); AID 595; AlphaScreen TPR2A-His6 binding biotin-Hsp90 C-terminal peptide; active means well fitted curve in either direction with a large enough effect; inconclusive means small, poorly fitted or top-dose-only effect, or another doubt; further: potency means the concentration at half of the fitted maximal effect; on the % scale 0 is the no-effect control and ±100 the full control effect; many of its hits are not listed in these tables
ALOX15 inhib: inhibitors of human 15-lipoxygenase (ALOX15); P16050; purified 15hLO-1, xylenol orange hydroperoxide absorbance; Potency, µM (top dose mostly 57.1 µM), inactives show at the top dose activity change, negative = inhibition, most hits filed as inhibitors; actives 1.4% (n = 74,000); further: potency means the concentration at half of the fitted maximal effect; on the % scale 0 is the no-effect control and ±100 the full control effect; nearly all actives have a fitted effect of over 55% in size
Target sequence (P16050 whole entry, looked up): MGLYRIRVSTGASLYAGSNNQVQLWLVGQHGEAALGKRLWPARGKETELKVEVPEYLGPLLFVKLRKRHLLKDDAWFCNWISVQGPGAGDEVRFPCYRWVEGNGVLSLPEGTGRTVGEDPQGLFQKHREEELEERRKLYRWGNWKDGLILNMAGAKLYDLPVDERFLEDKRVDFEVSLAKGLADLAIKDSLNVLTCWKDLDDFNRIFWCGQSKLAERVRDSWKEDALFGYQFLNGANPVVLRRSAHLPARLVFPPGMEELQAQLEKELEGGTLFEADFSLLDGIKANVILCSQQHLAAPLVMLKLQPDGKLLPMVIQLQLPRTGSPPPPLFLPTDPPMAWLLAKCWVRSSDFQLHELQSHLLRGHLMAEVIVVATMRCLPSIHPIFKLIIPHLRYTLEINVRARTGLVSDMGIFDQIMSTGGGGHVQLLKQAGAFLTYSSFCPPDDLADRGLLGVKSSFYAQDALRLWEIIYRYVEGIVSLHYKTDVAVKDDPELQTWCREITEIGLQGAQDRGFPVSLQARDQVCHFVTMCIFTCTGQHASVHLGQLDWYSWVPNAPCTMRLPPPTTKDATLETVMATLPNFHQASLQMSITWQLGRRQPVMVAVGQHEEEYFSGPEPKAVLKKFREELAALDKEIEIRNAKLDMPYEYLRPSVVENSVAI
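40 nM 15hLO-1 + cpd, 15 min RT; start w/ 50 uM AA (final), 6 min RT; stop/detect w/ 200 uM XO + 300 uM Fe(II) in 50 mM H2SO4, 30 min; A573/A405. Buffer 25 mM Hepes pH 7.5, 0.01% Triton X-100. No-enzyme wells as negative control.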
Fluorescein fluor: compound autofluorescence in fluorescein spectral region; Compound autofluorescence, 480/540 nm, fluorescein-equivalent; active compounds read high; max fluorescein-equivalent concentration, M; actives 0.91% (n = 59,000); in the data active means max fluorescein-equivalent concentration above about 10 nM; inconclusive means between about 1.1 nM and that limit
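First, buffer (100 mM Tris, pH 8.0) dispensed; second, compounds and fluorescein standards pinned in; third, 15 min room-temperature incubation; finally, imaging at ex 480 nm/em 540 nm. Fluorescence normalized against the six-point fluorescein curve.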
Epigenetic mod: epigenetic GFP locus derepression in mouse cells. mouse C127i GFP locus derepression, cytometry, 30 h. AID 597. Potency, µM (doses to about 46.1 µM), inactives show at the highest dose GFP derepression (activation). actives 0.09% (n = 68,000); further: % of control where 0% means no effect
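Locus derepression in mouse mammary C127i cells whose integrated CMV-GFP reporter is normally silent; GFP expression after 30 h compound treatment was quantified by counting fluorescent cells.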
HBB splice mod: alters splicing of the hemoglobin beta chain; actives 0.06% (n = 65,000); Potency, µM (titrated, usually from 46.1 µM), for the others: at the highest dose activation, hits mostly activators; HBB splicing reporter cell assay, activation; EGFP reporter with mutant IVS2-654 intron; response scale: normalised to 500 nM splice-correcting PNA; further: potency means the concentration at half of the fitted maximal effect; 0% is about no effect
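HeLa cells stably expressing EGFP interrupted by mutant beta-globin intron 2 (IVS2-654), 500/well in 2% FCS. Treated with compound for 2 days at 37C. Splicing correction scored as total well GFP intensity (488 nm excitation, 500-520 nm emission); 500 nM antisense PNA served as control.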
HADH2 inhib: inhibitors of human HADH2 dehydrogenase | actives 3.4% (n = 73,000) | recombinant HADH2, NADH fluorescence, beta-hydroxybutyryl-CoA | Q99714 | Potency, µM (titrated, usually from 57.1 µM), without a hit: top-dose activity change, negative = inhibition, hits mostly inhibitors; further: potency means the concentration at half of the fitted maximal effect; on the % scale 0 is the no-effect control and ±100 the full control effect; nearly all actives have a fitted effect of over 60% in size; many of its hits are not listed in these tables
Target sequence (Q99714 whole entry, looked up, one chain of several): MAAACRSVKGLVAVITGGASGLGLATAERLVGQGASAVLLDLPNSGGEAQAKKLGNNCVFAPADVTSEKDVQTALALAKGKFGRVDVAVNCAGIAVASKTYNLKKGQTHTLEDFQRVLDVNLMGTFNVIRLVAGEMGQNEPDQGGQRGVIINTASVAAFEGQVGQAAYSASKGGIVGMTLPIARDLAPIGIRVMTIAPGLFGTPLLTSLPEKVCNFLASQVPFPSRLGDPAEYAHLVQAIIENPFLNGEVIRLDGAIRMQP
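Activity measured as NADH fluorescence gain (360/450 nm), taken as the change between first and last reads of a 4-min kinetic run. Conditions: pH 9.0 Tris buffer, 20 nM E. coli-expressed His-tagged enzyme, 1 mM NAD+, 90 uM beta-hydroxybutyryl-CoA; 15-min compound preincubation.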
Texas Red fluor: compound fluoresces in the Texas Red spectral region; AID 587; max dye-equivalent concentration, M; actives 0.06% (n = 59,000); Compound fluorescence, Texas Red channel, 547/618 nm; active compounds read high; in the data active means max dye-equivalent concentration above about 10 nM; inconclusive means between about 1.1 nM and that limit
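Compound titrations in 100 mM Tris pH 8.0 were incubated 15 min at room temperature and read at 547 nm excitation / 618 nm emission. Texas Red six-point standard curve on each plate converted fluorescence to dye-equivalent concentration.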
Ub-GFP proteasome: ubiquitin-GFP accumulation via proteasome inhibition | 67,000 tested, under 10 active | Ubiquitin-GFP reporter cells, proteasome inhibition, GFP fluorescence; response scale: untreated = 0%, 10 µM MG-132 = 100% | Potency, µM (doses to about 45.9 µM), without a hit: top-dose activation (GFP accumulation), usual class: activators; active means well fitted activation curve with a large enough effect, not every such curve was filed as active; inconclusive means small, poorly fitted or top-dose-only effect, or another doubt; inactive means no such curve, though single readings can be large or run the other way; further: potency means the concentration at half of the fitted maximal effect
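Proteasome block read as GFP accumulation: ubiquitin(G76V)-GFP U2OS cells exposed to compound (2.9 nM–46 uM) for 4 hr at 37 C. Normalization used untreated cells as 0% and 10 uM MG-132 as 100%; concentration-response curves fitted.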
4-MU autofl: compound fluoresces in the 4-MU spectral region; max dye-equivalent concentration, M; compound autofluorescence, 340/450 nm, 4-MU equivalents; active compounds read high; actives 11% (n = 59,000); in the data active means max dye-equivalent concentration above about 10 nM; inconclusive means mostly about 1.1 nM to 9.6 nM
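Compounds in 100 mM Tris, pH 8.0, sat 15 min at room temperature before fluorescence was read at 340 nm excitation/450 nm emission; a per-plate six-point 4-MU standard curve converted signals to dye-equivalent concentration at each compound concentration.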
The depositor's hits bear a star; i = inactive; ? = inconclusive; nt = no result given; [ ] = dose if it differs, or a comment. Unless noted, the call rests on the fitted dose curve; in most records, active means well fitted curve in the direction sought with a large enough effect; inconclusive means small, poorly fitted or top-dose-only effect, or another doubt; inactive means no such curve, though single readings can be large; an effect the other way counts as inactive or inconclusive.

SMILES | Pol III holo inh | Rhodamine autofl | Hsp90 Hop PPI | ALOX15 inhib | Fluorescein fluor | Epigenetic mod | HBB splice mod | HADH2 inhib | Texas Red fluor | Ub-GFP proteasome | 4-MU autofl
COC(=O)C(F)(Sc1c(C)n(C)n(-c2ccccc2)c1=O)C(F)(F)F (stereo unspecified) | -3% | i | -4% | -1% | i | -3% | 0.0% | -12% | i | 0% | i
N#CCCn1c(=O)c(CCc2ccccc2)nc2cnc(Nc3ccccc3)nc21 | -7% | i | -4% | -3% | ? | 8%[9.22 µM] | -0.4% | -10% | i | -8% | ?
Cc1cc(C)nc(N2CCC(C(=O)Nc3ccc(Oc4ccccc4)cc3)CC2)n1 | 4% | i | -3% | 0% | i | 0% | nt | 11% | i | -2% | i
COc1ccc(-c2noc(CCN3C(=O)c4ccccc4C3=O)n2)cc1OC | -5% | i | -2% | 1% | i | 3% | 0.5%[57.5 µM] | 21% | i | 0% | ?
COC(=O)c1cc(OC)c(OC)cc1NC(=O)CN1CCOCC1 | -4% | i | 1% | -11% | i | 6% | 0.0% | -2% | i | 6% | i
COC(=O)c1c(NC(=O)CSc2nnnn2-c2ccc3c(c2)OCO3)sc(C)c1C | -7% | i | 0% | 3% | i | 1% | nt | 24% | i | 1% | i
CCCCn1c(NCc2ccccc2O)nc2ccccc21 | 1% | nt | -2%[2.3 µM] | -13% | nt | nt | -0.5% | 6% | nt | 0% | nt
CCCSc1nnc(CN2CCOCC2)n1C | -5% | i | -3% | 3% | i | -2% | -2.9% | -5% | i | -3% | i
O=C(NCCN1CCOCC1)Nc1ccc(Cl)cc1 | -5% | i | 2% | 0% | i | -3% | -2.0% | -2% | ? | -7% | i
O=S(NCc1ccco1)C12CC3CC(CC(C3)C1)C2 (stereo unspecified) | 2% | i | -4% | 12% | i | 6% | 0.1% | 10% | i | 4% | i
O=C(O)CNS(=O)(=O)c1cc(Cl)c(Cl)cc1Cl | -4% | i | -1% | 0% | i | 0% | -0.6% | 3% | i | -7% | i
CN(c1ccc(C(=O)Nc2ccccc2C(=O)N2CCCC2)cc1)S(C)(=O)=O | -2% | i | -2% | 2% | i | -5% | -0.2% | -2% | ? | -4% | i
CCNc1ncc2nc(-c3cn(C)c4ccccc34)c(=O)n(C)c2n1 | -10% | i | -3% | ? | ? | 0%[9.22 µM] | -0.1% | -3% | i | -1% | ?
O=C(NCc1ccc2c(c1)OCO2)c1c(O)c2cccc3c2n(c1=O)CCC3 | -4% | i | -3% | 0% | i | -1% | nt | -1% | i | -5% | 1e-08M*
COc1ccccc1-c1cc(C(=O)Nc2ccccc2SC)no1 | 0% | i | 3% | -8% | i | 4% | -1.0% | 28% | i | 6% | i
CC(CO)(CO)N=Cc1cc(I)cc(I)c1O | -13%[11.4 µM] | i | -5%[11 µM] | 1%[11.4 µM] | ? | 14%[9.22 µM] | 0.4%[9.22 µM] | ? | i | 8%[9.17 µM] | i
COc1ccc(CCC(=O)N2CCN(C3CCCCC3)CC2)cc1 | 4% | i | -1% | 2% | ? | 3% | -1.7% | 9% | i | -5% | i
Nc1nc2c(c3c1c(=O)oc1ccccc13)CCCCC2 | -2%[11.4 µM] | nt | -4%[11 µM] | -5%[11.4 µM] | nt | -2% | 0.5%[0.0738 µM] | 33%[activator][11.4 µM] | nt | 11%[9.17 µM] | nt
CN(C1CCCCC1)S(=O)(=O)c1ccc(C(=O)O)cc1 | -10% | i | -2% | 11% | i | -2% | nt | 11% | i | -5% | i
Cc1cccc(C)c1NC(=O)N1CCC(c2nc3ccccc3o2)CC1 | -3% | i | 2% | 5% | i | 0% | nt | -5% | i | 2% | i
COc1ccccc1-n1cnc2cc(C(=O)NCCCN3CCOCC3)ccc21 | 4% | i | -2% | 8% | i | -2% | -0.8% | 12% | i | 2% | i
c1ccc(Cn2nnnc2C(c2cccs2)N2CCCCCC2)cc1 (stereo unspecified) | -3% | i | ? | -11% | ? | 0% | nt | -11% | i | -3% | i
CC(=O)c1cccc([N+](=O)[O-])c1 | -1% | nt | -3% | -7% | nt | nt | -0.3% | 2% | nt | nt | nt
CC1CCCN(C(=O)c2ccc3c(c2)C(=O)N(CCC2=CCCCC2)C3=O)C1 (stereo unspecified) | 2% | nt | -4%[2.3 µM] | -24% | nt | nt | 0.0% | -20% | nt | -6% | nt
O=C1COc2ccc(C(=O)NCc3ccc4c(c3)OCO4)cc2N1 | -6% | i | -4% | 1% | i | -6% | -0.7% | 6% | i | -8% | i
COC(=O)c1ccc(C)c(NS(=O)(=O)c2ccc(NC(C)=O)cc2)c1 | 0%[11.4 µM] | nt | -1%[11 µM] | -11%[11.4 µM] | nt | -3% | -0.5%[0.0738 µM] | 3%[11.4 µM] | nt | -17%[9.17 µM] | nt
CCN1C(=O)C(O)(CC(=O)c2cc(C)ccc2C)c2ccccc21 (stereo unspecified) | -8% | i | -4% | 4% | i | 1% | nt | 1% | i | 1% | i
O=C(Nc1ccon1)c1cc2c(s1)CCCCCC2 | 2% | i | -3% | ? | i | 4% | -0.4% | -5% | i | -4% | i
CC(=O)NC(C)C(=O)OCc1ccc(Cl)cc1Cl (stereo unspecified) | ? | i | -3% | 8% | ? | -3% | -0.1%[57.5 µM] | 0% | i | 4% | i
O=C(CSc1nnc(Cc2cccs2)n1Cc1ccco1)Nc1cccc(Cl)c1 | 1% | i | -5% | -25% | ? | 3% | 2.0% | -5% | i | 10% | i
CCOC(=O)C1=C(c2ccccc2)NC(=O)NC1c1ccc(N(C)C)cc1 (stereo unspecified) | 0% | nt | -11% | -14% | nt | 1% | -0.9%[9.22 µM] | 3% | nt | 7% | nt
C[C@@H](SCc1ccccc1)C(=O)O | -2%[11.4 µM] | i | -1%[11 µM] | 4%[11.4 µM] | ? | 0%[9.22 µM] | 1.1%[9.22 µM] | 5%[11.4 µM] | i | -3%[9.17 µM] | i
CC(C)C(=O)Nc1nnc(SCC(=O)NCc2cccs2)s1 | 0% | i | 2% | -4% | i | -1% | 0.1%[57.5 µM] | -17% | i | 1% | i
O=C(c1ccccc1)N1CC(COc2ccccc2)OC(c2cccnc2)O1 (stereo unspecified) | 1% | i | -2% | -5% | i | -2% | 0.1% | -3% | i | -3% | i
CCC(=O)O[C@@H]1[C@H](C)O[C@H](O[C@H]2[C@@H](N(C)C)[C@H](O)[C@@H](O[C@@H]3[C@@H](CC=O)C[C@@H](C)[C@@H](O)/C=C\C=C/C[C@@H](C)OC(=O)C[C@@H](OC(=O)CC)[C@H]3OC)O[C@H]2C)C[C@]1(C)O | -8%[25.6 µM] | i | -5%[26 µM] | 5%[25.6 µM] | ? | 3%[20.6 µM] | -0.7%[20.6 µM] | 11%[25.6 µM] | i | 6%[20.5 µM] | i
CCOC(=O)CCc1c(C)nc(SCCN2CCCC2)c(C#N)c1C | -1% | i | -1% | -12% | i | 5% | -0.3%[57.5 µM] | 4% | ? | -1% | i
O=C(OCC(=O)c1cccs1)c1ccc(NC(=O)c2ccco2)cc1 | -7% | i | -4% | -5% | i | 1% | 1.9%[57.5 µM] | 21% | i | -2% | i
CC(=O)Nc1ccc(C(=O)c2ccccc2)cc1 | 0% | nt | -5% | 3% | nt | 0% | -0.8% | -9% | nt | 13% | nt
COC(=O)c1c(N)n(-c2ccc(N3CCOCC3)cc2)c2nc3ccccc3nc12 | 0% | i | -10% | ? | ? | 4% | -0.2%[57.5 µM] | 8% | i | -3% | i
CCOC(=O)C1CCCN(S(=O)(=O)c2cc(Br)cc3c2N(C(=O)C2CC2)CC3)C1 (stereo unspecified) | -4% | i | 2% | -2% | i | 2% | -1.0% | 9% | i | 6% | i
O=C1CN=C(Nc2cccc(C(F)(F)F)c2)N1C1CCCC1 | 3% | i | -1% | -16% | i | 2% | -0.6% | -2% | i | -3% | i
CC(C)CCNC(=O)NC(=O)COc1ccccc1C#N | -5% | i | 1% | -1% | i | 3% | -0.1%[57.5 µM] | 0% | i | -1% | i
Cc1cccc(N2CCN(C(=O)CS(=O)(=O)Cc3nc(-c4ccccc4F)oc3C)CC2C)c1 (stereo unspecified) | 0% | nt | -13% | -9% | nt | 0% | -0.7% | ? | nt | 9% | nt

The list is partial; rates above refer to the full screens.
